GLP-1R agonist – activates the human GLP-1 receptor; Potency, µM (titrated, usually from 45.6 µM), inactives show top-dose activation, actives largely listed as activators; AID 624172; P43220; HEK293 GLP-1R CRE-luciferase, luminescence, 4-6 h; cells express a hypersensitive GLP-1R form; 380,000 compounds, 0.007% hits; note: potency is the fitted concentration of half-maximal effect; % of control where 0% means no effect
Target sequence (P43220 whole entry, looked up): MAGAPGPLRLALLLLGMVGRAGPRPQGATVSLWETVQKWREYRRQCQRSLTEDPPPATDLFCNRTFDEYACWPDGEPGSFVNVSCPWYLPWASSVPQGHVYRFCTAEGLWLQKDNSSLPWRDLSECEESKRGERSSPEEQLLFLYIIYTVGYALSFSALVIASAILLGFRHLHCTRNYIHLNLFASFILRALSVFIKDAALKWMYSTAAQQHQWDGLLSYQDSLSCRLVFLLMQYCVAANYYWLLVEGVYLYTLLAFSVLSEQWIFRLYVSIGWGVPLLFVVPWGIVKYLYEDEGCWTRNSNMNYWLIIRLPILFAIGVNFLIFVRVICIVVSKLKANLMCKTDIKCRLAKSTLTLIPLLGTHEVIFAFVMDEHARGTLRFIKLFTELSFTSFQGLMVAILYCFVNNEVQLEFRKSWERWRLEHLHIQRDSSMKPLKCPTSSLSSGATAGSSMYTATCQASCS
PLK1 PBD inh – PLK1 (human) polo-box domain binding inhibition; P53350; Plk1 PBD binding of FITC phosphopeptide, fluorescence polarization; Potency, µM, inactives show max response, negative = inhibition, most hits filed as inhibitors; 360,000 compounds, 2.8% hits; AID 720504; note: potency is the fitted concentration of half-maximal effect; series mostly up to about 57 µM; % is set by controls: 0 for no effect and ±100 for the full control effect; nearly all actives have a fitted effect of over 65% in size
GLP1R cytotox – cytotoxicity in counter-screen for GLP-1R inverse agonists; 410,000 compounds, 0.13% hits; Potency, µM (series often up to 38.3 µM), inactives show at the top dose activity change, negative = inhibition, actives largely listed as inhibitors; HEK293 cAMP-luciferase reporter cells, luminescence, 24 h;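 note: loss of luciferase light is scored as toxicity; potency is the fitted concentration of half-maximal effect; % is set by controls: 0 for no effect and ±100 for the full control effect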
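Here, cytotoxicity is scored as loss of luminescence. The MLSMR collection was tested on cells seeded in medium containing 10% Nu serum, with a 24 hr compound exposure preceded by 12 hours of culture.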
EPAC1 ag – activates human EPAC1 exchange factor | 360,000 compounds, 0.073% hits | EPAC1 agonist qHTS, biochemical assay; response scale: 100% = response to 6.5 mM cAMP | Potency, µM (top dose mostly 154 µM), for the others: top-dose activation, actives largely listed as activators | O95398; note: potency is the fitted concentration of half-maximal effect; nearly all actives have a fitted effect of over 60% in size
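EPAC1 100 nM, Rap1B–BODIPY-GDP 250 nM, unlabeled GDP 50 uM; compound titration; 5 min RT; kinetic read ex480/em540 at 5-min intervals ×30 min; data normalized to 6.5 mM cAMP agonist control.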
PI5P4Ka inh – inhibitors of human PI5P4K alpha. P48426. PI5P4Kalpha enzyme, ADP-Glo luminescence, 60 min; hits give low values. max response, %. 330,000 compounds, 1.2% hits. AID 652105; active = max response of -50% or lower; inconclusive = between -30% and -50%; inactive = -30% or higher; note: value at the top dose of about 77 µM; % is set by controls: 0 for no effect and ±100 for the full control effect
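PI5P4Kalpha ADP-Glo assay; 5 microM ATP final; 60 min RT reaction; HEPES pH 7.4/EGTA/CHAPS, 5% DMSO; controls lacking substrate or enzyme; luminescent end-point.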
EPAC1 antag – EPAC1 (human) antagonism. O95398. EPAC1 GEF assay, Rap1b-BODIPY-GDP exchange fluorescence. Potency, µM (series often up to 115 µM), without a hit: at the top dose activity change, negative = inhibition, usual class: inhibitors. 360,000 compounds, 0.14% hits;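 note: potency is the fitted concentration of half-maximal effect; plate controls were vehicle for no effect and positive control for full effect; nearly all actives have a fitted effect of over 50% in size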
PTHR1 agonist – activates the human parathyroid hormone receptor PTHR1 | Q03431 | HEK293 GP2 PTHR1 cells, GloSensor cAMP luminescence, 1 h | Potency, µM (highest dose often 115 µM), for inactives: top-dose activation, actives largely listed as activators | 410,000 compounds, 0.075% hits | AID 743266; note: potency is the fitted concentration of half-maximal effect; nearly all actives have a fitted effect of over 55% in size; some results filed as inactive show a strong effect at the top dose; inactives centre near -15; many of its hits are not listed in these tables
Target sequence (Q03431 whole entry, looked up): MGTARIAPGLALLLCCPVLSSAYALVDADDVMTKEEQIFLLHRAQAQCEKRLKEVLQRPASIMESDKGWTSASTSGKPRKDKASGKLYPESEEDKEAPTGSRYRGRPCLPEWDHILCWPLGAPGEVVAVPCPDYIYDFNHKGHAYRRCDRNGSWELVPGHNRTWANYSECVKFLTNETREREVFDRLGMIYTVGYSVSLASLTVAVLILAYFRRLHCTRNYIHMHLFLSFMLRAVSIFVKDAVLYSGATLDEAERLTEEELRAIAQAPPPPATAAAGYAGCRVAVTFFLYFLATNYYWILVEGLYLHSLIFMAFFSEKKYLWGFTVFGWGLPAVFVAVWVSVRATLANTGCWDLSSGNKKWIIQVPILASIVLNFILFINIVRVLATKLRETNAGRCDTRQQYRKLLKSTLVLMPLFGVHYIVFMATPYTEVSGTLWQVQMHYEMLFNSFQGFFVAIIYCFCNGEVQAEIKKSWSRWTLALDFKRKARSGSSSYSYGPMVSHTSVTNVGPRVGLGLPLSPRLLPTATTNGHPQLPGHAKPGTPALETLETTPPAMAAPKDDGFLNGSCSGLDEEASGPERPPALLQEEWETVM
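HEK-293-derived GP2 cells expressing PTHR1 and a GloSensor cAMP reporter, 3,000/well, plated overnight, given luciferin plus IBMX (each 0.5 mM as added) for 1 h at 37 °C, then compound for 1 h at 37 °C. Luminescence was read after 15 min at room temperature.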
IL2 activator – activators of IL-2; 360,000 compounds, 0.065% hits; IL-2 activation reporter assay, cell-based qHTS; stimulated with anti-CD3/CD4/CD28 beads; in transgenic mouse T cells; activation, % (series mostly up to about 46 µM); AID 652025; in the data active = activation above about 50%; inconclusive = mostly about 30% to 49%; note: 0% is about no effect
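Using fluorescent plate cytometry, EGFP and DsRed are detected in transgenic mouse T cells stimulated 18 h at 37 degrees C with antibody-coated beads after 60 min compound pretreatment.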
GLP1R inv ag – GLP-1 receptor (human) inverse agonism | HEK293 GLP-1R CRE-luciferase, luminescence, 24 h; GLP-1R form is constitutively active | 410,000 compounds, 1.6% hits | P43220 | Potency, µM (series often up to 38.3 µM), for the others: top-dose activity change, negative = inhibition, most hits filed as inhibitors | AID 624417; note: potency is the fitted concentration of half-maximal effect; % is set by controls: 0 for no effect and ±100 for the full control effect; nearly all actives have a fitted effect of over 55% in size
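Cells are plated, allowed 12 hours at 37 deg C, then treated with compounds for 24 hr before luciferase detection reagent is added and luminescence is read after 12 min at room temperature. The HEK293 line carries constitutively active GLP-1R with a cAMP-responsive reporter.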
* hit, by the source's call; i = inactive; ? = inconclusive; / = no result given; & = joins results of further samples; [ ] = dose if it differs, or a comment. Unless noted, calls come from the whole dose curve; as a rule, active = well fitted curve in the direction sought with a large enough effect; inconclusive = small, poorly fitted or top-dose-only effect, or another doubt; inactive = no such curve, though single readings can be large; an effect the other way counts as inactive or inconclusive. The list is partial; rates above refer to the full screens.

SMILES | GLP-1R agonist | PLK1 PBD inh | GLP1R cytotox | EPAC1 ag | PI5P4Ka inh | EPAC1 antag | PTHR1 agonist | IL2 activator | GLP1R inv ag
CC(C#Cc1c([C@@H](C)Oc2ccccc2)nnn1Cc1ccccc1)Oc1ccccc1 (stereo not given in full) | -1% | -6% | 5% | 1% | 1 | 2% | i | -0.7 | ?
CC1(c2ccccc2)NC(=O)N(CC(=O)Nc2ccc([N+](=O)[O-])cc2)C1=O (stereo not given) | 0% | 1% | -16% | -2% | -24 | 11% | -18% | -3.5 | ?
CN(CC(=O)Nc1cccnc1Cl)S(=O)(=O)c1ccc(Cl)cc1 | 5% | -2% | 2% | 1% | 1 | 1% | -19% | -4.2 | -12%
Fc1ccccc1-c1nc2ccccc2[nH]1 | 7% | -1% | 6% | 1% | 4 | -25% | -35%[inhibitor] | -0.1 | 5%
COc1cc(C(=O)COC(=O)c2c(C)noc2C)cc(OC)c1OC | 10% | -1% | 6% | 6% | 2 | -9% | i | 0.0 | 3%
COc1ccc(S(=O)(=O)Nc2ccc(Cl)cn2)cc1 | 0% | 7% | 22% | -7% | 15 | -13% | -7% | 0.6 | 30%
O=C(COc1ccc(Cl)cc1[N+](=O)[O-])N/N=C/c1cccs1 | 10% | -17% | -16% | -15% | -11 | -12% | -35%[inhibitor] | -2.2 | -11%
CCOC(=O)C1=C(COC(=O)C2CC(=O)N(c3ccc(CC)cc3)C2)NC(=O)NC1C (stereo not given) | 2% | 1% | 1% | -4% | 2 | -9% | -33%[inhibitor] | 0.1 | 6%
COc1ccccc1NC(=O)COc1ccc(Br)cc1CO | 1% | -1% | -4% | -10% | / | 17% | -55%[inhibitor] | -3.0 | -2%
CC(c1ccon1)N(C)Cc1cn(C)nc1-c1cccc(Cl)c1 (stereo not given) | 30% | -16% | 5% | -1% | 5 | -22% | i | -1.5 | ?
COc1cccc(NC(=O)NC2CCCCCCC2)c1 | -5% | -1% | -12% | 11% | 3 | -4% | i | -0.6 | ?
CCn1c(=O)n(CC)c2cc(N3CCCC3)c(NC(=O)c3ccc(C)c([N+](=O)[O-])c3)cc21 | 3% | -11% | ? | -2% | -2 | -8% | -19% | -1.9 | -11%
N#CC(C(=O)NC1CC1)c1nc2ccccc2nc1N1CCN(C/C=C/c2ccccc2)CC1 (stereo not given) | -4% | -18% | 45%[activator] | 6% | 8 | 13% | i | 0.7 | -9%
COC(=O)c1c(C)[nH]c(C(=O)COC(=O)Cn2cc(C(F)(F)F)ccc2=O)c1C | 1% | -2% | -10% | -7% | 4 | -10% | -28% | -0.6 | 2%
O=C(CCNS(=O)(=O)c1ccc(Br)cc1)NCCc1ccccc1 | 0% | -5% | 2% | 8% | 3 | -17% | i | -1.4 | -26%
Cc1cc(C)nc(N/N=C/c2ccccc2OCc2ccccc2)n1 | 16% | 4% | ? | 11% | -1 | ? | -25% | -3.8 | ?
CCOC(=O)C1CCCN(Cc2ccccc2F)C1 (stereo not given) | 5% | -6% | -11% | 5% | / | -10% | i | -1.6 | 0%
COc1ccc(C(=O)NCCc2nnc(SCC(=O)Nc3ccccc3C(C)C)n2C)cc1 | -14% | -3% | 3% | -9% | / | 11% | i | -1.2 | 0%
O=c1nc(Nc2ccc([N+](=O)[O-])cc2)[nH]c(=O)[nH]1 | -1% | 2% | 6% | 10% | ? | -3% | i | 0.2 | 3%
CC(=O)Nc1ccc(NCN2C(=O)C3C4CCC(C4)C3C2=O)cc1 (stereo not given) | -9% | 2% | 9% | -4% | -4 | 4% | i | 0.2 | 7%

3 compounds from above, sorted by the value under GLP1R inv ag, highest first:
Molecule	GLP-1R agonist	PLK1 PBD inh	PI5P4Ka inh	EPAC1 antag	PTHR1 agonist	IL2 activator	GLP1R inv ag
COc1ccc(C(=O)NCCc2nnc(SCC(=O)Nc3ccccc3C(C)C)n2C)cc1	-14%	-3%	/	11%	i	-1.2	0%
O=C(COc1ccc(Cl)cc1[N+](=O)[O-])N/N=C/c1cccs1	10%	-17%	-11	-12%	-35%[inhibitor]	-2.2	-11%
CN(CC(=O)Nc1cccnc1Cl)S(=O)(=O)c1ccc(Cl)cc1	5%	-2%	1	1%	-19%	-4.2	-12%

Remaining list, next part.
SMILES | GLP-1R agonist | PLK1 PBD inh | GLP1R cytotox | EPAC1 ag | PI5P4Ka inh | EPAC1 antag | PTHR1 agonist | IL2 activator | GLP1R inv ag
Cc1cccc(N(C(=O)c2snc(C(N)=O)c2N)C(C(=O)NCC2CCCO2)c2cccs2)c1 (stereo not given) | 15% | -14% | -6% | 3% | -4 | -20% | i | -0.5 | 8%
CCC(C)(C)C1CCC(=NNC(=O)c2ccoc2C)CC1 (stereo not given) | -5% | -4% | 1% | -2% | -5 | 0% | -29%[57.5 µM] | 0.8 | 10%
Cc1cccc(C(=O)N2CCCC(CCC(=O)N3CCN(c4ccccn4)CC3)C2)c1 (stereo not given) | -3% | 1% | -3% | 4% | 7 | -5% | -7% | -1.8 | -12%
C[C@H](NC(=O)c1ncn2c1C(=O)NC[C@@H]2C)C(=O)OC(C)(C)C | -1% | 4% | 3% | -9% | -3 | -7% | -22% | -0.9 | 8%
Cc1ccc2[nH]c3c(c2c1)CN(C(=O)CN1CCN(c2ccccn2)CC1)CC3 | -8% | -10% | 50%[activator] | 2% | / | -5% | 9%[57.5 µM] | 0.8 | -8%
CCOc1ccccc1CNC(=O)CCCC(=O)n1nc(C)c2ccccc21 | -7% | ? | 11% | -5% | -1 | -10% | i | -0.7 | -5%
CC[C@@H](C)[C@@H]1CN([C@@H](C)CN2CCC[C@H]2CN2C(N)=NC[C@H]2C(C)C)C(=N)N1CCc1ccc(Cl)c(Cl)c1 | 13% | -15% | -1% | -11% | 6 | -3% | -13% | 0.1 | -9%
O=C(C1CCCCC1)N1C[C@@H](O)[C@H](n2cc(-c3ccc(F)cc3)nn2)C[C@@H]1c1ccccc1 | -4% | -2% | -14% | 1% | -3 | 5% | i | -2.6 | ?
Cc1n[nH]c(C)c1N=Nc1cc(Cl)ccc1Cl | -3% | 2% | 0% | 0% | / | 8% | -16% | 4.0 | 5%
Cc1cccc(C)c1N1CCN(CCn2c(=S)[nH]c3ccccc3c2=O)CC1 | 8% | -7% | 0% | 23% | -12 | 3% | -58%[inhibitor] | -0.2 | 20%
Fc1ccccc1-c1nc(NCc2ccco2)c2ccccc2n1 | 17% | -15% | 1% | 17% | -4 | -21% | 0% | -3.3 | ?
O=C(Oc1cccnc1)c1ccccc1[N+](=O)[O-] | -4% | -4% | -27% | -11% | 0 | -5% | -38%[inhibitor] | 2.2 | 11%
CN(Cc1ccccc1)C(=O)c1ccc2nc([C@@H]3O[C@H](CO)[C@H](O)[C@H](O)[C@H]3O)[nH]c2c1 | -5% | 2% | 1% | 7% | 6 | 16% | 10% | -0.1 | 1%
Cc1cc(Nc2ccc(F)c(Cl)c2)n2ncnc2n1 | 8% | -1% | -7% | 6% | 0 | -10% | -4% | -0.5 | 46%[activator]
Cc1cc(C)c(NC(=O)CSc2ncc(S(=O)(=O)c3ccc(C(C)(C)C)cc3)c(=O)[nH]2)c(C)c1 | -20% | / | -1% | / | / | / | -23% | / | 15%
COc1cccc2cc(C(=O)OC3CCN(C)CC3)c(=O)oc12 | -3% | -10% | -2% | -1% | 2 | -9% | i | -2.7 | ?
O=C(c1ccc(OCC2CCCO2)cc1)N1CCN(S(=O)(=O)c2cccc(F)c2)CC1 (stereo not given) | -9% | -3% | 13% | -6% | 9 | 19% | -7% | -2.8 | 5%
CN1Cc2c(N)cccc2C(c2ccccc2)C1 (stereo not given) | 4%&3%&1% | -26%&-19% | 13%&3% | -24%&2% | -2&0 | -23%&5% | -5% | -0.6&-0.3 | -16%&0%
O=S1(=O)CC(N2CCN(CC3CC3)CC2)CN1Cc1ccccc1 (stereo not given) | 4% | -1% | 2% | -11% | -9 | 19% | -27% | 1.1 | -38%
CCN(CC(=O)Nc1ccc(OC)cc1)C(=O)c1ccc2[nH]c3c(c2c1)CC(C)CC3 (stereo not given) | 6% | 8% | -2% | 4% | 3 | -14% | i | -0.4 | ?
Cc1nnc(NC(=O)CSc2nccn2-c2cccc(C)c2C)s1 | 11% | -8% | -10% | -4% | -2 | -18% | -83%[inhibitor] | -2.2 | ?
CC(=O)N1c2ccc(S(=O)(=O)N3CCCCC3)cc2CC1C(=O)NCc1cccc(Cl)c1 (stereo not given) | 11% | -7% | 3% | 5% | -1 | -14% | i | -2.6 | -29%
O=C(CCCOc1ccccc1)Nc1cccc(S(=O)(=O)N2CCOCC2)c1 | 0% | 6% | 5% | -4% | 5 | -7% | -27% | -0.4 | -27%
Cc1ccc(CN2CCN(Cc3cnc(N4CCOCC4)s3)CC2CCO)cc1 (stereo not given) | 6% | -11% | -6% | 7% | 2 | 7% | -33%[inhibitor] | -0.7 | -16%
COc1cccc(/C=C2\N=C(c3c(-c4ccccc4)noc3C)OC2=O)c1OC | -6% | -12% | 4% | 4% | / | 10% | i | 0.3 | -2%
O=C(CSc1ccc2nnc(-c3cccnc3)n2n1)Nc1ccccc1C(F)(F)F | 3% | 4% | -7% | -4% | -1 | 14% | i | -0.4 | 4%
O=C(O)c1cc(N=Nc2c(O)[nH]c3ccc([N+](=O)[O-])cc23)ccc1Cl | 7% | -23% | 3% | 2% | -73* | -17% | 23% | 0.1 | 13%
CCCCN(CC(=O)NC1CCCC1)C(=O)C(=O)Nc1ccc2c(c1)OCCO2 | 5% | ? | -8% | 2% | 2 | -3% | -18% | -0.2 | 3%
CN1C(C(=O)NCc2cccs2)=CC(c2ccc(F)cc2)=NS1(=O)=O | 11% | 5% | -2% | 5% | -1 | -3% | -25% | -0.4 | -18%
O=C(COC(=O)C1CCC1)NC(=O)c1ccccc1 | -5% | -2% | -8% | 2% | -1 | -3% | i | -0.3 | 31%[activator]
Nc1nc(SCC(=O)Nc2ccc(OC(F)(F)F)cc2)[nH]c(=O)c1NC(=O)c1ccc(Br)o1 | -4% | -11% | 1% | -23% | 1 | -11% | i | -0.3 | 8%
CC(C)NC(=O)CCCc1cn(C)c2ccccc12 | -3% | -5% | 6% | 7% | / | 1% | i | -2.1 | 2%

Bioassay records deposited in PubChem BioAssay by National Center for Advancing Translational Sciences (NCATS).
